# TGFb inhibitor – qHTS for Inhibitors of TGF-b | Potency, µM (highest dose often 46.1 µM), inactives show at the top dose activity, negative = inhibition, actives largely listed as inhibitors | HepG2 CAGA-GFP TGF-b/SMAD3 reporter, GFP fluorescence, 18 h; TGF-beta stimulated, 500 pg/mL final | 410,000 compounds, 1.2% hits | AID 588855, 2011; further: potency means the concentration at half of the fitted maximal effect; on the % scale 0 is the no-effect control and ±100 the full control effect; nearly all actives have a fitted effect of over 65% in size
#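 HEPG2 CAGA-GFP, 1000 cells/well; 2 h settle, 37 C; cpd via pin tool; TGF-b 500 pg/mL final; 18 h, 37 C; GFP imaging ex488/em500-530; %Activity normalised to -TGF-b and +DMSO controls; CRC fit, curve class.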
# ATXN2 expr inh – Primary qHTS for Inhibitors of ATXN expression; Potency, µM (series often up to 57 µM), without a hit: top-dose activity change, negative = inhibition, actives largely listed as inhibitors; HEK-293 ATXN2-luciferase reporter, luminescence, 24 h; 360,000 compounds, 0.72% hits; further: potency means the concentration at half of the fitted maximal effect; on the % scale 0 is the no-effect control and ±100 the full control effect; nearly all actives have a fitted effect of over 55% in size
#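 ATXN2-luciferase reporter cells (luciferase flanked by upstream and downstream ATXN2 gene portions) were treated 24 h at 37 °C with compounds at up to 57 uM. SteadyGlo luminescence gave expression; GF-AFC fluorescence gave viability.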
# Nrf2 activator – qHTS of Nrf2 Activators; AREc32 ARE-luciferase reporter (MCF7-derived line), luminescence, 24 h; Potency, µM (doses to about 46.1 µM), for the others: at the highest dose activation, most hits filed as activators; 410,000 compounds, 0.31% hits; further: potency means the concentration at half of the fitted maximal effect; % of control where 0% means no effect; nearly all actives have a fitted effect of over 65% in size
#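 Quantitative high-throughput format: AREc32 reporter cells, 1000 per well, received compound by pin transfer and were incubated 24 hr at 37 deg C, 5% CO2, before Steady-Glo luminescence detection.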
# S2 tox – Viability Counterscreen for Primary qHTS for Inhibitors of ATXN expression; S2 cells (HEK-293 line with an ATXN2-luciferase reporter) viability, CellTiter-Fluor protease fluorescence, 24 h; 400,000 compounds, 0.49% hits; Potency, µM (series often up to 56.7 µM), actives largely listed as cytotoxic; further: potency means the concentration at half of the fitted maximal effect; nearly all actives have a fitted effect of over 40% in size
# MCF10A rereplic – A quantitative high throughput screen for small molecules that induce DNA re-replication in MCF 10a normal breast cells; AID 624296, 2012; Potency, µM (highest dose often 46.1 µM), for inactives: top-dose activity, positive = re-replication, hits mostly activators; MCF 10A DNA re-replication, Hoechst nuclear intensity, 48 h; 350,000 compounds, 2.9% hits; further: potency means the concentration at half of the fitted maximal effect; % of control where 0% means no effect; nearly all actives have a fitted effect of over 50% in size
# HepG2 tox – qHTS for Inhibitors of TGF-b: Cytotox Counterscreen; HepG2 CAGA-GFP viability, ATP luminescence, 18 h; Potency, µM (highest dose often 46.1 µM), for inactives: at the highest dose activity change, negative = cytotoxicity, usual class: cytotoxic; 410,000 compounds, 0.76% hits; further: potency means the concentration at half of the fitted maximal effect; some results filed as inactive show a strong effect at the top dose
#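 CellTiter-Glo luminescence gave cytotoxicity after 18 hours at 37 degrees C. The cells were HepG2 CAGA-GFP in 1% FBS DMEM, stimulated with 500 pg/mL TGF-beta after compound addition. %Activity was normalised to no-cell wells (complete cell-killing) and DMSO (no toxicity), and curves were fitted and classified.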
# A549 tox – Nrf2 qHTS screen for inhibitors: counterscreen for cytotoxicity; A549 ARE-Fluc cells, CellTiter-Fluor viability, 18-24 h; Potency, µM (highest dose often 46 µM), for the others: at the top dose activity change, negative = cytotoxicity, hits mostly inhibitors; 390,000 compounds, 0.16% hits; AID 504648, 2011; further: potency means the concentration at half of the fitted maximal effect; on the % scale 0 is the no-effect control and ±100 the full control effect
#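 A549 ARE_Fluc cells in 5% FBS OPTI-MEM were exposed to compounds in concentration-response for 18-24 h at 37 deg C. Viability was read by CellTiter-Fluor fluorescence (Ex 405/Em 525) after 30 min, before the luciferase read.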
# IL1B secr inh – qHTS for Inhibitors of Inflammasome Signaling: IL-1-beta AlphaLISA Primary Screen. THP-1 LPS/ATP IL-1B secretion, AlphaLISA, 16 h; active compounds read low. activity change, % at 57.5 µM. 360,000 compounds, 4.7% hits; in the data active means activity change below about -50%; inconclusive means mostly about -30% to -49%; further: on the % scale 0 is the no-effect control and ±100 the full control effect
#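 Secreted IL-1B measured by AlphaLISA bead assay after 16 h compound exposure of THP-1 cells; compounds (final up to 57.5 uM) added 1 h before LPS (250 ng/mL) and ATP (1.25 mM) stimulation; lower signal means less secretion.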
# Nrf2 inh – Nrf2 qHTS screen for inhibitors | Potency, µM (series often up to 46 µM), inactives show at the highest dose activity change, negative = inhibition, hits mostly inhibitors | 360,000 compounds, 2.1% hits | A549 ARE-Fluc reporter, luciferase luminescence, 18-24 h; further: potency means the concentration at half of the fitted maximal effect; on the % scale 0 is the no-effect control and ±100 the full control effect; nearly all actives have a fitted effect of over 60% in size
#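 Concentration-response testing used A549 ARE_Fluc cells at 5000 cells/well. Following an 18-24 h compound incubation, viability was read by fluorescence (Ex 405/Em 525) and luciferase output by luminescence.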
# An asterisk follows results filed as active; i = inactive; ? = inconclusive; . = no result given; [ ] = another dose, or the depositor's remark. Unless noted, the call rests on the fitted dose curve; in most records, active means well fitted curve in the direction sought with a large enough effect; inconclusive means small, poorly fitted or top-dose-only effect, or another doubt; inactive means no such curve, though single readings can be large; an effect the other way counts as inactive or inconclusive.
# Start of the listing, in advance:
SMILES,TGFb inhibitor,ATXN2 expr inh,Nrf2 activator,S2 tox,MCF10A rereplic,HepG2 tox,A549 tox,IL1B secr inh,Nrf2 inh
Nc1cc(=O)[nH]c(SCCSc2ccccc2)n1,-9%,1%,3.0%,i,-1%,-13%,0%,-23,?
O=C1C(Cl)=C(NCCCN2CCOCC2)C(=O)c2ccccc21,?,?,23%,?,?,-42%,-29%,-96*,?
CCCNC(=O)C1(C)CCCN(Cc2ccc(C(=O)OCC)o2)C1 (stereo unspecified),4%,1%,0.3%,i,.,1%,.,26,.
COc1ccc(CNCc2cccc(C)c2)cc1,-1%,5%,-0.5%,i,?,4%,5%,-11,-2%
CCC(c1nnnn1CS(=O)(=O)c1ccc(C)cc1)N1CCC(C(N)=O)CC1 (stereo unspecified),-8%,4%,0.3%,i,-15%,-18%,8%,-27,3%
Cc1cc(Br)cn2c(Cc3cccc(F)c3)c(-c3ccc(F)cc3)nc12,.,2%,8.3%,i,.,.,.,18,.
C=CCOC(=O)C1=C(C)NC(SCC)=C(C#N)C1c1ccc(Cl)cc1 (stereo unspecified),13µM*,16µM*,-0.5%,?,23µM*,-86%,?,-26,21µM*
COc1ccc(/C(C)=N/NC(=S)Nc2cc(C)ccc2C)cc1,?,-17%,0.6%,i,?,-17%,9%,13,10%
CC(Cc1cccs1)NC(=S)Nc1ccccc1 (stereo unspecified),-21%,12%,2.5%,i,?,-20%,6%,-7,-6%
O=C1NC(c2ccncc2)Nc2ccccc21 (stereo unspecified),-5%,-8%,-0.1%,i,-1%,2%,12%,11,.
COc1ccc(-c2cc(=O)oc3c(O)c(O)ccc23)cc1,23%,-28%,6.0%,.,1%,17%,3%,108,2%

# All compounds of this part, from the first entry:
SMILES,TGFb inhibitor,ATXN2 expr inh,Nrf2 activator,S2 tox,MCF10A rereplic,HepG2 tox,A549 tox,IL1B secr inh,Nrf2 inh
Nc1cc(=O)[nH]c(SCCSc2ccccc2)n1,-9%,1%,3.0%,i,-1%,-13%,0%,-23,?
O=C1C(Cl)=C(NCCCN2CCOCC2)C(=O)c2ccccc21,?,?,23%,?,?,-42%,-29%,-96*,?
CCCNC(=O)C1(C)CCCN(Cc2ccc(C(=O)OCC)o2)C1 (stereo unspecified),4%,1%,0.3%,i,.,1%,.,26,.
COc1ccc(CNCc2cccc(C)c2)cc1,-1%,5%,-0.5%,i,?,4%,5%,-11,-2%
CCC(c1nnnn1CS(=O)(=O)c1ccc(C)cc1)N1CCC(C(N)=O)CC1 (stereo unspecified),-8%,4%,0.3%,i,-15%,-18%,8%,-27,3%
Cc1cc(Br)cn2c(Cc3cccc(F)c3)c(-c3ccc(F)cc3)nc12,.,2%,8.3%,i,.,.,.,18,.
C=CCOC(=O)C1=C(C)NC(SCC)=C(C#N)C1c1ccc(Cl)cc1 (stereo unspecified),13µM*,16µM*,-0.5%,?,23µM*,-86%,?,-26,21µM*
COc1ccc(/C(C)=N/NC(=S)Nc2cc(C)ccc2C)cc1,?,-17%,0.6%,i,?,-17%,9%,13,10%
CC(Cc1cccs1)NC(=S)Nc1ccccc1 (stereo unspecified),-21%,12%,2.5%,i,?,-20%,6%,-7,-6%
O=C1NC(c2ccncc2)Nc2ccccc21 (stereo unspecified),-5%,-8%,-0.1%,i,-1%,2%,12%,11,.
COc1ccc(-c2cc(=O)oc3c(O)c(O)ccc23)cc1,23%,-28%,6.0%,.,1%,17%,3%,108,2%
COc1cccc2sc(N(CCN(C)C)C(=O)c3ccc4c(c3)CCCC4)nc12,-26%,-23%,-0.7%,i,-4%,-39%,-5%,i,16%
Cc1cc(Nc2ccc(F)cc2F)nc(-n2nc(C)cc2C)n1,?,.,-0.1%,.,.,-40%,-4%,.,.
CCOc1ccc(NC(=O)CN(C)C(=O)c2c(C)nn(Cc3ccccc3Cl)c2C)cc1OCC,-13%,1%,-0.8%,i,-7%,-16%,0%,-26,-17%
Cc1ccc(C)c(NC(=O)c2cccc(Oc3ccc([N+](=O)[O-])cc3Cl)c2)c1,?,.,-0.3%,i,6%,-6%,0%,?,?
CCCN(CCC)C(=O)C[n+]1cccc(/C=N/O)c1,2%,-17%,0.3%,i,3%,-19%,4%,17,2%
O=C(c1ccc(CN2CCc3ccccc3C2)cc1)N1CCN(c2ccc(F)cc2)CC1,?,-14%,4.2%,?,7.3µM*,-7%,-11%,-63*,?
Cc1oc(-c2ccc(C(=O)NCc3ccccc3)cc2)nc1CN1CCc2ccccc21,?,-21%,4.5%,?,.,-20%,-9%,.,.
CCCCCC(=O)Nc1ccc(C2C(=O)c3ccccc3C2=O)cc1,-1%,39%[activator],-0.5%,i,-13%,5%,4%,6,2%
Cc1nccn1C(c1ccccc1)c1ccccc1,10%,-10%,0.6%,i,?,26%,18%,20,2%

# Pulled one by one from above:
SMILES,TGFb inhibitor,ATXN2 expr inh,Nrf2 activator,S2 tox,MCF10A rereplic,HepG2 tox,A549 tox,IL1B secr inh,Nrf2 inh
Cc1nccn1C(c1ccccc1)c1ccccc1,10%,-10%,0.6%,i,?,26%,18%,20,2%
COc1ccc(CNCc2cccc(C)c2)cc1,-1%,5%,-0.5%,i,?,4%,5%,-11,-2%

# (list continues)
SMILES,TGFb inhibitor,ATXN2 expr inh,Nrf2 activator,S2 tox,MCF10A rereplic,HepG2 tox,A549 tox,IL1B secr inh,Nrf2 inh
COCCCNC(=O)c1nn(-c2ccc(C)cc2)nc1CO,0%,.,0.7%,.,.,-19%,-17%,.,-13%
COCCN(CC(=O)NCc1ccc(F)cc1)C(=O)CCC(=O)Nc1ccccn1,-9%,7%,-0.4%,i,11%,10%,12%,2,.
CCOC(=O)c1ccc2c(c1)N(CC(=O)Nc1ccc(C)cc1C)C(=O)c1ccccc1S2,2%,11%,-1.5%,i,.,-8%,1%,.,.
CC(NC(=O)COC(=O)c1cc([N+](=O)[O-])ccc1N1CCOCC1)c1ccc(F)cc1 (stereo unspecified),-4%,-1%,0.2%,i,8%,-6%,-26%,-13,-16%
C[C@@]12CCC=C[C@H]1[C@H](c1ccc(F)c(/C=C/c3ccccc3)c1)N(Cc1ccccc1)C2=O,?,1%,5.2%,i,-60%[inhibitor],-17%,1%,7,8%
Cc1cccc(/C=C/c2onc(C)c2S(=O)(=O)N2CCC(C(=O)NC(C)C)CC2)c1,2%,-13%,-0.2%,i,-1%,-11%,-4%,2,-19%
c1ccc(CN2CCN(Cc3cn4cccnc4n3)CC2)cc1,20%,0%,0.1%,i,0%,2%,4%,20,-1%
CCOc1ccc(-c2nnc(NC(=O)COc3ccccc3F)o2)cc1,0%,.,-0.4%,i,.,2%,.,-5,.
COCC1CCCCN1C(=O)c1ccc2oc(CCc3ccccc3)nc2c1 (stereo unspecified),-30%,27%,0.3%,i,-1%,-55%,11%,0,18%
CC(=O)N1C=CN(C(C)=O)C(c2cn(C)c3ccccc23)C1c1cn(C)c2ccccc12 (stereo unspecified),-23%,-6%,4.5%,i,7%,-22%,-3%,27,.
CCC(C)(C)n1nnnc1CN1CCN(c2nc3ccc(C)cc3cc2C#N)CC1,-17%,?,0.2%,i,?,-22%,-24%,-68*,?
COc1ccc(CCNC(=O)COc2ccc([N+](=O)[O-])cc2)cc1,10%,-16%,0.0%,i,?,5%,0%,24,-20%
Cc1csc(SCC(=O)NCc2cccc(Cl)c2)n1,5%,-36%,0.2%,i,?,-27%,11%,18,-8%
CCN(CC)CCCN1C(=O)C(=O)/C(=C(/O)c2cc(C)ccc2C)C1c1cccnc1 (stereo unspecified),-1%,3%,-0.1%,i,2%,-17%,11%,7,13%
Cc1cccc(-c2noc(-c3ccccc3C(=O)NCC3CCCO3)n2)c1 (stereo unspecified),-4%,24%,3.9%,i,7%,-1%,-10%,-2,.
COc1ccc(/C(N)=N/OC(=O)CC2CCCCC2)cc1OC,-3%,16%,-0.3%,i,-15%,-17%,0%,-23,11%
CC(C)C[C@H](NC(=O)c1[nH]cnc1C(=O)N[C@@H](C)C(=O)OC(C)(C)C)C(=O)OC(C)(C)C,?,-70%,-1.6%,.,-1%,11µM*,?,-61*,?
O=C(CN1C(=O)NC2(CCCC2)C1=O)Nc1ccc(Cl)c(C(F)(F)F)c1,-7%,-25%,1.9%,i,10%,-7%,-7%,-20,24%
COc1ccc2c(C)c(CC(=O)N3CCN(C(=O)C4COc5ccccc5O4)CC3)c(=O)oc2c1 (stereo unspecified),-11%,.,-0.5%,i,?,0%,13%,-6,23µM*
CSc1ccc(Cl)c(C(=O)OCC(=O)N2CCOCC2)c1,0%,-5%,-0.4%,i,0%,5%,7%,-15,3%
COc1ccc(C(C)NC(=O)c2ccccc2Br)cc1OC (stereo unspecified),1%,.,-0.8%,i,0%,3%,-1%,-3,-17%
CCOC(=O)C1CCN(CC(=O)Nc2c(C(=O)OC)[nH]c3cccc(Cl)c23)CC1,-15%,-3%,-0.7%,i,16%,-17%,-10%,31,-15%
